# HEK293 NOD2/NF-kB: inhibition of NOD2-driven NF-kB reporter – cell-based, luminescence, uHTS, HEK293 (AID 1566). actives 0.63% (n = 290,000). HEK293 NOD2/NF-kB luciferase reporter, luminescence; higher % means a stronger effect. one-dose inhibition, % at 4 µM; EC50 in µM for titrated hits; note: many of its hits are not listed in these tables
# TNAP activation fold: stimulation of alkaline phosphatase TNAP activity – biochemical, luminescent, no phosphate acceptor, uHTS, primary screen (AID 1001). purified TNAP, luminescent activation assay, no phosphate acceptor; higher activation fold means a stronger effect. one-dose activation fold at 20 µM; EC50 in µM for titrated hits. actives 0.03% (n = 200,000); in the data active = activation fold from about 3, or a potency from the dose series; inactive = the rest, 99 in 100 with activation fold below about 1.6; note: many of its hits are not listed in these tables
# NOD1 inhibition: NOD1 signaling inhibitors, primary screen, cell-based, luminescence, uHTS (AID 1578) | NOD1-driven NF-kB luciferase reporter cells, luminescence; higher % means a stronger effect | inhibition, % at 4 µM; hits with a dose series show EC50 in µM | actives 1% (n = 290,000); in the data active = inhibition mostly above about 36%, no sharp cut-off; inactive = mostly below about 34%;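 note: HEK-293T reporter cells stimulated with the NOD1 agonist gamma-tri-DAP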
# human PMI inhibitors: human PMI inhibitors, high substrate, primary screen, biochemical, fluorescence intensity, high mannose 6-phosphate (AID 1220); recombinant PMI enzyme, coupled fluorescence intensity; higher % means a stronger effect; inhibition, % at 20 µM, or IC50 in µM where a hit was titrated; actives 0.66% (n = 190,000)
# XIAP antagonists: XIAP antagonists, biochemical, IAP family, fluorescence polarization (AID 1018); XIAP BIR domain, fluorescence polarization peptide displacement; higher % means a stronger effect; displacement, % at 20 µM, or IC50 in µM where a hit was titrated; actives 0.007% (n = 200,000); in the data active = displacement above about 50%; note: a part of the inactive calls stands beside numbers as strong as those of hits
# KOR beta-arrestin-1: kappa opioid receptor activators – cell-based, luminescence, uHTS, primary screen (AID 1777) | KOR beta-arrestin recruitment, luminescence; higher % means a stronger effect | activation, % at 10 µM; hits with a dose series show EC50 in µM | actives 0.02% (n = 280,000); in the data active = activation above about 50%, passing the limit was not always enough; note: a part of the inactive calls stands beside numbers as strong as those of hits
# LYP phosphatase: inhibitors of LYP phosphatase, biochemical, fluorescence intensity, uHTS (AID 1779) | recombinant LYP phosphatase, fluorescence intensity; higher % means a stronger effect | inhibition, % at 11.5 µM; hits with a dose series show IC50 in µM | actives 0.054% (n = 290,000);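 note: plate controls were vehicle with enzyme for no effect and no enzyme for full effect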
# human PMI inhibition: inhibitors of human PMI, primary screen, biochemical, fluorescence intensity, coupled assay (AID 1209); inhibition, % at 20 µM; hits with a dose series show IC50 in µM; actives 0.42% (n = 190,000); purified PMI enzyme, coupled fluorescence intensity; higher % means a stronger effect;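 note: plate controls were DMSO vehicle for no effect and wells lacking substrate for full effect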
# KOR beta-arrestin-2: kappa opioid receptor blockers – cell-based, luminescence, uHTS (AID 1778); KOR beta-arrestin recruitment, luminescence, antagonist mode; higher % means a stronger effect; actives 0.091% (n = 290,000); inhibition, % at 10 µM; hits with a dose series show IC50 in µM; note: strong numbers were not always called active
# * hit, by the source's call; / = not tested or not shown; [ ] = another dose, or the depositor's remark. Cut-off read from the data, not from the text of the source, unless noted: active = inhibition above about 50%; inactive = the rest.
SMILES,HEK293 NOD2/NF-kB,TNAP activation fold,NOD1 inhibition,human PMI inhibitors,XIAP antagonists,KOR beta-arrestin-1,LYP phosphatase,human PMI inhibition,KOR beta-arrestin-2
O=C(OCC(=O)N(C1CCCCC1)C1CCCCC1)c1ccc(O)cc1,-12%,/,-6%,/,/,5.8%,-5%,/,-22%
COc1ccc(NS(=O)(=O)c2cc3c(cc2C)NC(=O)CO3)c(OC)c1,8%,/,22%,/,/,-3.7%,-8%,/,-3%[20 µM]
CSc1ccc(C(=O)C2CCCN(C(=O)c3ccc(C)nc3)C2)cc1 (configuration not stated),13%,1.1,-25%,-7%,-6.4%,-0.7%,-3%,-4%,-28%
CCCCCCC(=O)N1CCC(c2nc3c(nnn3Cc3ccccc3Cl)c(=O)[nH]2)CC1,-4%,1.1,-11%,8%,-4.5%,0.8%,2%,10%,-11%
Cc1ccc(/C=C2\SC(=S)N(CCC(=O)NNC(=O)c3cccc(O)c3)C2=O)cc1,-86%,/,-30%,/,/,-5.0%,-11%,/,32%
Cc1ccccc1Nc1nc(N)nc(COC(=O)c2cccc(S(=O)(=O)N(C)c3ccccc3)c2)n1,-15%,1,-3%,5%,-4.4%,0.7%,8%,5%,-1%
CCn1c(C)cc(O)cc1=O,20%,/,-9%,/,/,-0.6%,-2%,/,19%
Cc1cccc(N2CCN(C(=O)c3cc4cc(F)ccc4[nH]3)CC2)c1C,20%,/,-2%,/,/,-1.0%,2%,/,-20%
c1csc(Cc2nn3c(-c4n[nH]c5c4CCC5)nnc3s2)c1,5%,1,-41%,-36%,-1.7%,0.1%,10%,-13%,-3%
N#CCSc1nc2cc(C(=O)N3CCCC3)ccc2c(=O)n1Cc1ccccc1,20%,1.1,8%,-6%,-2.4%,-3.0%,-8%,1%,-1%
Cc1cc(Nc2ccc(Cl)cc2)nc(N2CCOCC2)n1,13%,/,-1%,/,/,0.5%,-9%,/,2%
Cc1cccc(-c2noc(CN(C(=O)c3ccc4c(c3)OCO4)C(C)C)n2)c1,0%,1,11%,-11%,-4.9%,4.2%,-6%,0%,-63%
Cc1cccc(NC(=S)NC(C)CCc2ccccc2)c1 (configuration not stated),-20%,1.1,-13%,8%,-5.4%,1.0%,-1%,5%,-14%
CC1CC(=O)NN=C1c1ccc(N)c([N+](=O)[O-])c1 (configuration not stated),6%,1.5,-9%,21%,-7.1%,-3.8%,-1%,10%,10%
COC(=O)/C(C#N)=C/c1c(N2CCN(c3ccccc3)CC2)nc2ccccn2c1=O,-18%,/,-13%,/,/,-5.5%,-3%,/,-1%
CC(=O)Oc1ccc2c(c1)C(=O)c1ccccc1CO2,10%,1.1,-2%,-11%,-9.4%,-3.1%,-4%,-1%,-13%
COc1cc(Br)c(-c2sc(Nc3ccccc3)n[n+]2-c2ccc(F)cc2)cc1OC,4%,/,-8%,/,/,5.9%,-9%,/,-29%[20 µM]
CSc1nnc(Cc2ccc3c(c2)OCO3)o1,-5%,1.1,7%,0%,-2.3%,-2.9%,-9%,-1%,10%
CCSc1nnc(NC(=O)c2cccc(S(=O)(=O)N(C)c3ccc(C)cc3)c2)s1,23%,1,42%,-6%,-5.0%,-1.5%,4%,2%,-10%
CCNc1ccc(C(=O)OCC)cc1NC(=O)c1cccc(N(C)C)c1,-27%,1.2,-25%,7%,-1.1%,0.5%,-4%,-4%,-59%
CCCCC(=O)N(c1ccc(OCC)cc1)C1C=CS(=O)(=O)C1 (configuration not stated),13%,1.1,-19%,-5%,-4.7%,-3.9%,-5%,-1%,41%
CC1=C(C(=O)OCc2ccccc2)C(c2cccs2)N2C(=O)CCSC2=N1 (configuration not stated),10%,1.1,-11%,3%,-3.1%,3.0%,-4%,2%,16%
COC(=O)c1ccc(Nc2nc(N3CCOCC3)nc(N3CCOCC3)n2)cc1,13%,/,-10%,/,/,5.4%,0%,/,4%
CCOC(=O)c1ccc(NC(=S)NNC(=O)C2(C)CC2(Cl)Cl)cc1 (configuration not stated),4%,2.9,-18%,13%,-16%,11%,3%,15%,31%
COC(=O)c1ccc(N2NC(=O)/C(=C/c3cc(OC)c(O)c(OC)c3)C2=O)cc1,-14%,/,-1%,/,/,-2.0%,-4%,/,18%
CCN(CC)c1ccc(CNc2nc3ccccc3n2C)cc1,-10%,/,-5%,/,/,1.6%,-6%,/,-1%
CC1=C(C#N)c2nc(N)c(C#N)c(C)c2/C1=C\c1ccc(-c2ccccc2C(=O)O)o1,19%,0.6,4%,11%,4.1%,-4.7%,12%,-22%,-7%
OC(COc1ccc(F)cc1)CN1CCN(CC(O)COc2ccc(F)cc2)CC1 (configuration not stated),11%,/,-3%,/,/,-2.6%,-9%,/,-3%
O=C(/C(=C/c1cccnc1)n1ccnc1)c1ccc(Cl)cc1Cl,1%,/,0%,/,/,-0.3%,-4%,/,-2%
COc1cc2ccccc2cc1C(=O)N(CCN(C)C)c1nc2c(F)cccc2s1,14%,/,-13%,/,/,-0.7%,-9%,/,-44%
C/C(=N/NC(=O)c1ccc(C)s1)c1ccncc1,-10%,/,-36%,/,/,2.0%,-6%,/,10%
COc1ccc(C=C(c2nc3ccccc3s2)c2nc3ccccc3s2)cc1O,8%,1.3,-12%,31%,-0.3%,9.0%,13%,11%,-54%
CC1(c2ccccn2)Nc2ccccc2-c2nc3ccccc3n21 (configuration not stated),5%,1.1,4%,14%,-5.3%,-1.8%,-14%,10%,-24%
Nc1nc(-c2ccc(Oc3ccccc3)cc2)c(CC(=O)O)s1,-2%,/,-11%,/,/,0.5%,6%,/,-18%
COCC1CCCN(Cc2cn[nH]c2-c2cc3ccccc3o2)C1 (configuration not stated),20%,1.3,-27%,1%,-4.2%,6.9%,-6%,4%,-37%
COc1ccc(-n2c(Cc3cccn3C)nnc2SCC(=O)NCC2CCCO2)cc1 (configuration not stated),-1%,1.1,-11%,2%,-7.9%,0.3%,-6%,10%,-35%
CS/C(=N\S(=O)(=O)c1ccccc1)c1ccccc1,-5%,1,-15%,-97%,-2.8%,1.6%,2%,-70%,/
CC1CCCCN1C(=O)Cn1c(=O)oc2cc(S(=O)(=O)N3CCCC3)ccc21 (configuration not stated),-16%,/,36%,/,/,-4.1%,-5%,/,16%[20 µM]
CN(C)c1nc(C(N)=O)nc(N2CCOCC2)n1,14%,1.1,9%,-4%,-6.0%,0.4%,-6%,-2%,-6%
CC(=O)C1=C(O)CC(c2ccccc2)CC1=NCCc1c(C)[nH]c2ccc(C)cc12 (configuration not stated),21%,1,34%,10%,-4.7%,-0.3%,-3%,12%,6%
COc1ccc(N(CC(=O)Nc2ccc(S(=O)(=O)N3CCOCC3)cc2)S(=O)(=O)c2ccc(F)cc2)cc1,12%,1.2,22%,18%,-7.2%,/,0%,24%,28%
O=C(OC1CCCCC1=O)c1cc(=O)c2ccccc2o1 (configuration not stated),6%,1.1,3%,1%,-5.8%,-1.5%,2%,6%,-20%
CN(CCO)c1ccc(-c2n[nH]c(=O)c3ccccc23)cc1[N+](=O)[O-],-3%,/,-8%,/,/,-6.9%,0%,/,4%
COc1cccc(-c2cc(N)nn2C(=O)Nc2ccc(Cl)cc2)c1,-22%,1.2,-41%,14%,-3.3%,-3.1%,3%,16%,1%
Cc1ccccc1NC(=O)CSc1nc2scc(C)c2c(=O)[nH]1,7%,/,-8%,/,/,-0.1%,-4%,/,-9%
O=C(Nc1cccs1)Nc1ccccc1Cl,-13%,1.2,5%,1%,-3.7%,6.8%,-3%,8%,/
COc1ccc(/C=C/c2nc(S(=O)(=O)c3ccccc3)c(NCCCN(C)C)o2)cc1OC,23%,/,-24%,/,/,-3.2%,-5%,/,19%
COc1ccccc1OCCNC(=O)c1ccc(Br)cc1,-21%,/,0%,/,/,-2.3%,-2%,/,-15%
CCn1nc(C)cc1C(=O)N1CCCC(N2CCN(c3cccc(Cl)c3)CC2)C1 (configuration not stated),10%,/,-6%,/,/,-2.0%,-8%,/,-6%
CN1CCN(C2=C(Cl)C(=O)N(Cc3ccccc3)C2=O)CC1,20%,1,2%,7%,-2.3%,5.4%,-4%,-5%,-29%
# Other structures:
SMILES,HEK293 NOD2/NF-kB,TNAP activation fold,NOD1 inhibition,human PMI inhibitors,XIAP antagonists,KOR beta-arrestin-1,LYP phosphatase,human PMI inhibition,KOR beta-arrestin-2
Nc1[nH]n(-c2ccccc2)c(=O)c1N=Nc1ccc2ncsc2c1,-14%,/,-11%,/,/,4.4%,1%,/,-9%
CCC1CCCCN1c1nc2c(C=O)c(C)nn2c2ccccc12 (configuration not stated),23%,1.1,21%,16%,-3.1%,-3.0%,4%,14%,-20%
CN1CCN(c2ccc(NC(=O)c3ccc([N+](=O)[O-])o3)cc2Cl)CC1,26%,/,16%,/,/,-2.7%,-5%,/,-5%
OC1(c2ccc(Cl)cc2)CCN(Cc2cn[nH]c2-c2ccc(F)cc2)CC1,19%,/,0%,/,/,-2.4%,-5%,/,-17%
CCOC(=O)COC(=O)c1ccc(Oc2cc(C)nc(SC)n2)cc1,1%,1.1,-32%,-2%,-2.6%,-3.5%,1%,0%,-19%
Cc1ccc(NC(=O)n2ncc3c(C)cccc32)c(C)c1,-27%,/,5%,/,/,-3.6%,-8%,/,-1%
Cc1onc(-c2c(Cl)cccc2Cl)c1NC(=O)N(C)N,15%,/,1%,/,/,3.3%,-7%,/,3%
Cc1ccc(S(=O)(=O)NCc2cn3c(C)csc3n2)cc1,16%,1.1,12%,-8%,2.9%,1.8%,-6%,-5%,3%
Cc1cc(C)n2ncc(C(=O)Nc3ccc(Cl)c(Cl)c3)c2n1,-2%,1,-35%,-2%,-2.6%,/,-2%,-6%,-13%[20 µM]
Cc1sc2ncn(CC(=O)N3CCC(C(N)=O)CC3)c(=O)c2c1S(=O)(=O)N1CC(C)CC(C)C1 (configuration not stated),-3%,/,-19%,/,/,-2.3%,-8%,/,-19%
NC(=O)c1sc2nc(-c3ccccc3)ccc2c1N,-50%,/,7%,/,/,8.1%,-5%,/,-30%[20 µM]
COc1ccc2nc(SCc3cccnc3)c(C#N)cc2c1,-106%,1.1,-14%,-2%,-6.9%,-1.1%,-7%,-4%,3%
O=C(CSc1ccccc1C(=O)O)c1ccc([N+](=O)[O-])cc1,6%,1,-13%,-124%,-4.6%,7.7%,7%,-90%,-1%
COc1ccc(C(=O)C2CCCN(C(=O)c3cc(C(C)C)no3)C2)cc1F (configuration not stated),4%,1.1,4%,-8%,-9.4%,4.9%,-9%,-9%,-32%
CCc1ccc(N(CC(=O)NCc2ccc(OC)cc2)C(=O)CCC(=O)Nc2ccccn2)cc1,-22%,/,-42%,/,/,-2.1%,0%,/,-14%
Cc1ccc(S(=O)(=O)Nc2c(C)nc3nc(C)[nH]n3c2=O)cc1,-2%,/,44%,/,/,5.2%,-8%,/,-40%
CC(=O)N1CCN(Cc2nc3cc(NC(=O)COc4cccc(C)c4)ccc3n2C)CC1,21%,/,13%,/,/,2.8%,-8%,/,-6%

# One compound at a time, as listed above. Values in the order: HEK293 NOD2/NF-kB, TNAP activation fold, NOD1 inhibition, human PMI inhibitors, XIAP antagonists, KOR beta-arrestin-1, LYP phosphatase, human PMI inhibition, KOR beta-arrestin-2
# Entry for COc1ccc(C(=O)C2CCCN(C(=O)c3cc(C(C)C)no3)C2)cc1F (configuration not stated) : 4%, 1.1, 4%, -8%, -9.4%, 4.9%, -9%, -9%, -32%
# Entry for COc1ccc2nc(SCc3cccnc3)c(C#N)cc2c1 : -106%, 1.1, -14%, -2%, -6.9%, -1.1%, -7%, -4%, 3%
# Entry for Cc1ccc(S(=O)(=O)Nc2c(C)nc3nc(C)[nH]n3c2=O)cc1 : -2%, /, 44%, /, /, 5.2%, -8%, /, -40%

# Some of the compounds tested; the hit share may differ from the screen's.
